# Screening results: PubChem, Broad Institute
# Casp6 inh: caspase-6 (human) enzyme inhibition; 0.53% of 350,000 active; purified caspase-6, Z-VEID-R110 cleavage fluorescence; inhibition, % at 12.5 µM;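 active = mean inhibition across replicates at least about 35%, with every replicate also reaching that limit, limit read from the data; inconclusive = only one of the two criteria met; inactive = neither criterion met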;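 note: 0% = median of neutral control wells and 100% = no fluorescence left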
# Target sequence (P55212 24-179 limits assumed): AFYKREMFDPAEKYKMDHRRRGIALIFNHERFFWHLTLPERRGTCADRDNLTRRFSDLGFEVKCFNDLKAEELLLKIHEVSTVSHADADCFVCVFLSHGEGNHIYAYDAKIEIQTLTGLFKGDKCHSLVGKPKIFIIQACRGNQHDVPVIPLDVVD
# Target sequence (P55212 194-293 limits assumed): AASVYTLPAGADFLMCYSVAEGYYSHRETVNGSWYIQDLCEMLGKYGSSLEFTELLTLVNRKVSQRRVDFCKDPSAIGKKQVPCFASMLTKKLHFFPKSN
# ERp5 inh: ERp5 (human) disulfide isomerase inhibition; Q15084; inhibition, % at 9.99 µM; 0.05% of 350,000 active; ERp5 insulin aggregation, absorbance 650 nm, 90 min; AID 651711;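 active = mean replicate inhibition above about 25%, with every replicate also reaching it, limit read from the data, passing the limit was not always enough; inconclusive = only one of those two criteria met; inactive = neither criterion met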
# Target sequence (Q15084 whole entry, looked up): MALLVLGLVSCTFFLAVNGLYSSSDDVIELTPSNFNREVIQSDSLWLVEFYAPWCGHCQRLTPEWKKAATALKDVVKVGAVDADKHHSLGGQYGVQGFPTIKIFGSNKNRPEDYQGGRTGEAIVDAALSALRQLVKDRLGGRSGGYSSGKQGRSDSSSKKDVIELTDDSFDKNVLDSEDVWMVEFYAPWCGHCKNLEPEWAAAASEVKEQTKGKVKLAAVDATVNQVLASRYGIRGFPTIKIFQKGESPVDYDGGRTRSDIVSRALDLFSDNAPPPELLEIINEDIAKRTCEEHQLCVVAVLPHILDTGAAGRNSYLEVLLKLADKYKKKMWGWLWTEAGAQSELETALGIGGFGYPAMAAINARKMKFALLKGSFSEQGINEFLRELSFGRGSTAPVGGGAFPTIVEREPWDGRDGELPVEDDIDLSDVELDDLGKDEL
# miR-122 sensor: blocks miR-122 activity in Huh7 sensor cells; Huh7 miR-122 Renilla luciferase sensor, 48 h; neutral wells = 0, positive control = 100; activation (reporter increase), % at 12.5 µM; 0.3% of 340,000 active; AID 602342;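 active = mean replicate activation score at least 90 and every replicate individually at or above 90; inconclusive = only one of the two criteria met; inactive = neither criterion met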;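 note: higher luciferase means less miR-122 activity so hits act as miR-122 inhibitors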
# SIRT5 inh: inhibitors of human sirtuin-5 desuccinylase; Q9NXA8; Purified SirT5, succinyl-peptide AMC, trypsin-coupled fluorescence; inhibition, % at 15 µM; 1.1% of 330,000 active; in the data active = inhibition above about 15%; inconclusive = no clear call, values can overlap the other calls
# Target sequence (Q9NXA8 whole entry, looked up): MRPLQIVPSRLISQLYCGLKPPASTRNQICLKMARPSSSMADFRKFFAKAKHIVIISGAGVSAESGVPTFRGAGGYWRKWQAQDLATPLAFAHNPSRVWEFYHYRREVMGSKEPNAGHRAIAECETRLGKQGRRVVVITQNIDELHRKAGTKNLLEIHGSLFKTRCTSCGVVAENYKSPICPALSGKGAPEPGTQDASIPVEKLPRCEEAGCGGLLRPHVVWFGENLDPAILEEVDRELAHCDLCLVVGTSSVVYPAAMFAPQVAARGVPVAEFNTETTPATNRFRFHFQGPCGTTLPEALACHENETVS
# ERAP1 inh: ERAP1 (human) enzyme inhibition; Q9NZ08; recombinant ERAP1, Leu-AMC fluorescence, 60 min; inhibition, % at 10.7 µM; 0.15% of 340,000 active;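 active = mean replicate inhibition of at least 30%, or all replicates individually reaching that 30% level; inactive = mean below 30% and not every replicate reaching it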;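 note: 0% = neutral control wells and 100% = L-leucinethiol positive control wells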
# F508del corr: CFTR F508del correction in bronchial cells. CFBE cells, YFP halide quenching; stimulated with forskolin plus potentiator P3; % fluorescence drop versus neutral controls. activity (quench increase), % at 7.58 µM. 0.36% of 350,000 active. AID 720511;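 active = mean added fluorescence quench of at least 8% versus neutral control, with both replicates also reaching 8%; inconclusive = only one of the mean or replicate conditions met; inactive = mean below 8% and not both replicates reaching 8%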;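 note: cells transiently co-express mutant CFTR-F508del with the halide-sensitive YFP; corrector assay measuring rescue of mutant channel to the surface after 24 h compound exposure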
# DENV2 CPE rescue: DENV2-induced cell death inhibition; DENV2-infected cells, cytopathic effect rescue, plate reader; CPE inhibition, % at 9.99 µM; 1.7% of 350,000 active; AID 651640; in the data active = CPE inhibition above about 20%, passing the limit was not always enough; inconclusive = no clear call, values can overlap the other calls; tested in BHK-21 cells;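 note: 0% = median of neutral control wells and 100% = median of positive control wells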
# An asterisk follows results filed as active; ? = inconclusive; · = no result given; [ ] = remark or other dose. This is a random part of the collection; overall some 4% were active at least once.
SMILES,Casp6 inh,ERp5 inh,miR-122 sensor,SIRT5 inh,ERAP1 inh,F508del corr,DENV2 CPE rescue
CCOC(=O)Nc1ccc(NC(=O)c2c(OC)cccc2OC)cc1,-2,-3,1,-1,-2,3.7,2
CCN(CC)S(=O)(=O)c1cc(NS(=O)(=O)c2cccc(C(=O)O)c2)ccc1C,-2,-8,-4,-2,1,-2.1,2
COc1ccccc1OCC(=O)Nc1cc(Cl)ccc1N1CCCCC1,-1,0,·,-4,-2,-1.2,18
COc1ccc(NC(=O)Cn2c(=O)n(-c3ccccc3)c(=O)c3sccc32)c(OC)c1,-1,-5,-3,-3,0,3.5,-1
COc1ccccc1C(=O)c1c(C)c(CCC#N)n2ccccc12,·,3,-10,1,2,1.7,-4
O=C(CCC(=O)c1ccc(Oc2ccccc2)cc1)Nc1ccc(C(=O)O)cc1,6,0,3,-1,1,-0.6,-1
CCOc1nc(C)ccc1-c1noc(-c2cccnc2)n1,0,2,-1,-11,0,1.4,-5
COc1ccc(NC(=O)Nc2nnc(Cc3ccc(OC)c(OC)c3)s2)cc1,1,-1,-3,-2,1,-1.1,1
C[C@H]1CCCCO[C@H](CN(C)S(=O)(=O)c2ccccc2)[C@@H](C)CN([C@@H](C)CO)C(=O)c2cc(NC(=O)Cc3ccccc3)ccc2O1,-3,-1,25[16.7 µM],1,-4,-0.1,?
CCc1ccc(OCC(=O)Nc2cc(S(=O)(=O)CC)ccc2O)cc1,2,6,-7,0,2,-4.8,-1
Cc1ccc(O)c(NC(=O)CN(C)S(=O)(=O)c2ccc(Cl)cc2)c1,4,-5,-5,-3,0,2.5,?
NC(=O)CSCc1c(Cl)cccc1Cl,-1,-3,-1,-2,-3,1.8,0
COc1ccc2c3c(n(C)c2c1)[C@@H](CO)N(CC1CC1)CC31CN(C(=O)NC2CCCC2)C1,-1,-4,·,-2,0,2.8,6
COc1ccc2cc3cc(C(=O)NCc4ccccn4)oc3nc2c1,2,7,-10,-51,-15,·,·
O=C(CCC1CCCCC1)Nc1ccccc1-c1ccccc1,5,-1,-3,-6,2,·,·
COC(=O)[C@]12C[C@H](CC(=O)N3CCC(c4ccccc4)CC3)C(=O)N(CCC3=CCCCC3)C1=C[C@H](C(C)(C)C)O[C@@H]2C,1,-2,·,·,0,-3.7,-3
CCOc1ccc(CCNC(=O)COc2cccc(-n3cnnn3)c2)cc1OCC,-1,-7,-1,-2,-1,4.2,13
C[C@H](NC(=O)[C@@H]1CCCN1C(=O)[C@@H]1CCCN1C(=O)c1ccccc1)c1ccccc1,-1,-3,·,-9,-1,2.9,5
O=S(=O)(Nc1ccc2c(c1)OCO2)c1ccc(F)c(F)c1,0,-24,20,1,0,1.9,13
CCC(=O)N1CCCCN2[C@@H](CO)[C@@H](c3ccc(-c4cccnc4)cc3)[C@@H]2C1,1,-1,-3[16.7 µM],3,-1,-3.0,16
CS(=O)(=O)c1ccc(Cl)c(NC(=O)C2CCCCN2S(=O)(=O)c2ccccc2)c1 (stereo not given),1,-4,0,-5,0,1.2,8
COC(=O)c1ccc(C)c(NC(=O)Cc2ccc([N+](=O)[O-])cc2)c1,2,-1,·,-2,6,-1.3,-6
Cc1cc(C)cc(NC(=O)CSc2ccc(-c3cccs3)nn2)c1,-3,0,16,22*,-9,0.0,-5
CN(C)CC(=O)N[C@@H]1CC[C@H](CCNC(=O)C2CCCC2)O[C@H]1CO,-36,1,9[16.7 µM],0,-2,-2.6,-11
O=C(Cn1nnc2ccccc21)c1cccc([N+](=O)[O-])c1,0,2,-28,-3,1,·,4

# The closing three entries of the part before come first, to join the parts.
SMILES,Casp6 inh,ERp5 inh,miR-122 sensor,SIRT5 inh,ERAP1 inh,F508del corr,DENV2 CPE rescue
Cc1cc(C)cc(NC(=O)CSc2ccc(-c3cccs3)nn2)c1,-3,0,16,22*,-9,0.0,-5
CN(C)CC(=O)N[C@@H]1CC[C@H](CCNC(=O)C2CCCC2)O[C@H]1CO,-36,1,9[16.7 µM],0,-2,-2.6,-11
O=C(Cn1nnc2ccccc21)c1cccc([N+](=O)[O-])c1,0,2,-28,-3,1,·,4
O=C(COc1ccccc1)NC1CCCc2ccccc21 (stereo not given),2,4,-6,-1,-1,-2.5,7
NCCCC[C@@H]1NC(=O)c2cc([N+](=O)[O-])cc(F)c2NCCCC[C@@H](C(N)=O)NC(=O)[C@H](CCC(N)=O)NC1=O,-243,0,2,·,·,-1.3,-7
CC(NCc1cc(Br)ccc1OCC(=O)NCc1ccccc1)c1ccccc1 (stereo not given),4,4,-1,·,-4,-3.7,4
Cc1cc(NC(=O)C(C)SCC(=O)Nc2ccccc2OC(F)F)no1 (stereo not given),0,-10,·,-2,2,0.4,5
CCCCOc1ccc(C(=O)N/C(=C/C=C/c2ccccc2)C(=O)NC)cc1,0,2,·,3,-1,-0.5,8
COc1ccc(CCCNC(=O)C2Cc3c(-c4ccc5c(c4)OCO5)ccnc3O2)cc1 (stereo not given),4,-3,13,4,-1,0.4,-3
CCCCCN(C(=O)CCC(=O)OCC(=O)N1CCC(C)CC1)c1c(N)n(CCCC)c(=O)[nH]c1=O,-1,-2,-3,6,0,-0.1,5
Cc1ccc(NC(=O)Cc2nnc(SCC(=O)c3ccc(Br)cc3)n2C)cc1Cl,-2,8,·,-3,-1,-2.0,6
CCOC(=O)N/N=C(C)/C=C/c1ccco1,-2,2,13,-5,11,·,-3
Cc1cc2c(ncn2C)c(NS(=O)(=O)c2ccc(Cl)cc2)c1C,4,-2,1,1,4,-3.8,1
Cc1ccc(S(=O)(=O)N2CCN(C(=O)COC(=O)c3ccccc3Cl)CC2)c(C)c1,-7,-12,0,6,3,-12,1
C[C@H](CO)N1C[C@H](C)[C@H](CN(C)Cc2ccc3c(c2)OCO3)Oc2c(NC(=O)Nc3ccccc3)cccc2C1=O,-1,0,33[16.7 µM],0,1,0.1,7
C/C=C(\C)C(=O)NCCN1C2=NC[C@H](C)N2C[C@@H]1Cc1ccc(OC)cc1,-11,6,·,·,-1,-0.2,8
O=C1CCCN1CCCNC(=S)Nc1ccc(Br)cc1Cl,1,4,·,1,3,-1.1,0
Cc1ccc(S(=O)(=O)N(C)C)cc1NC(=O)Nc1ccccc1F,3,5,3,-4,-1,4.7,-3
Cc1cc2c(cc1C)C(c1cccc([N+](=O)[O-])c1)CC(=O)N2 (stereo not given),0,-6,·,-5,0,·,2
COc1ccc(OC)c(CN2CCC(N3CCC(C(=O)NC4CC4)CC3)CC2)c1,-9,8,·,4,1,2.9,0
COc1cc(/C=C2\CCC(C3CCCC3)C2=O)ccc1OC(C)C (stereo not given),5,23,-1,-3,2,1.5,-1
COC(=O)[C@]1(C)N[C@H](CN(C)C(=O)NC(C)C)[C@@H]2C(=O)N(Cc3ccccc3)C(=O)[C@@H]21,2,7,·,-6,-3,1.5,-9
CCC(=O)N(C)C[C@@H]1Oc2cc(-c3cncnc3)ccc2S(=O)(=O)N([C@@H](C)CO)C[C@@H]1C,4,-1,-4[16.7 µM],2,11,-2.3,1
Cc1cc(C)c(NC(=O)CNC(=O)c2cc([N+](=O)[O-])ccc2N2CCOCC2)c(C)c1,-9,2,·,0,7,-0.4,8
O=C(NCCN1CCOCC1)c1ccc(Cl)c(S(=O)(=O)N2CCCC2)c1,-1,12,-3,-1,3,-0.1,11
NC(c1csc(Nc2ccccn2)n1)C1CCCCC1 (stereo not given),-2,7,-4,0,6,2.5,1
CCOC(=O)c1c(CN2CCNCC2)nc2ccc(Cl)cc2c1-c1ccccc1,-1,0,·,-3,10,1.8,-5
CCN=C1NC(c2ccc(Cl)cc2)C(C(=O)OC)=C(C)N1Cc1cccc(C(F)(F)F)c1 (stereo not given),3,-5,·,-4,1,-1.5,3
# The results go on:
SMILES,Casp6 inh,ERp5 inh,miR-122 sensor,SIRT5 inh,ERAP1 inh,F508del corr,DENV2 CPE rescue
C[C@H]1CN([C@@H](C)CO)C(=O)c2cccc(NS(C)(=O)=O)c2O[C@@H]1CN(C)S(=O)(=O)c1ccc(Cl)cc1,-1,2,20[16.7 µM],0,1,-0.1,-1
O=C(N/N=C/c1cccs1)c1cc(C2CC2)nc2ccccc12,0,6,·,·,6,12*,0
COc1cccc(OCCNC(=O)c2ccccc2Sc2ccccc2C#N)c1,-1,6,·,0,0,-1.3,·
CCOc1cc(/C=N/NC(=O)C(=O)NCc2ccc3c(c2)OCO3)ccc1OCC(=O)N1CCOCC1,-5,-2,2,0,-3,-0.1,6
C[C@H](NC(=O)c1nc[nH]c1C(=O)N[C@@H](CCCCN)C(=O)OC(C)(C)C)C(=O)OC(C)(C)C,-1,0,11,0,-3,-0.7,-19
Cc1ccc(S(=O)(=O)N(C)C[C@H]2Oc3ncc(-c4ccncc4)cc3C(=O)N([C@H](C)CO)C[C@H]2C)cc1,1,-1,0[16.7 µM],7,1,3.2,?
C[C@@H]1CN([C@@H](C)CO)C(=O)c2cc(NC(=O)NC3CCCCC3)ccc2O[C@@H](C)CCCCO[C@@H]1CN(C)S(=O)(=O)c1ccc(F)cc1,0,-1,1[16.7 µM],1,2,0.6,-14
O=C(O)c1cc(NN=Nc2ccc(Br)cc2)cc([N+](=O)[O-])c1,4,1,·,1,0,1.5,10
CC1NC(=O)c2cc3ccccc3cc2-n2c1nc1ccc(F)cc1c2=O (stereo not given),2,2,2,-4,6,-0.4,11
COc1cccc(CC(=O)NCC2CCN(C(=O)C(=O)c3cccs3)CC2)c1,2,-2,·,·,0,-0.5,-2
CC1CC1C(=O)OCC(=O)NNC(=O)COc1ccc(Br)cc1 (stereo not given),-1,1,·,-1,-2,-0.9,-2
COc1ccc(-n2cc(C(=O)O)c(=O)cc2C)cc1,-2,-3,-2,-3,9,-1.7,1
S=C1SCN(Cc2cccs2)CN1Cc1cccs1,·,-1,·,-3,-1,-2.2,7
CSc1ncccc1C(=O)OCC(=O)N(C)C,-2,5,·,2,-1,-2.6,-5
NC(=O)c1ccc(C(F)(F)F)n(Cc2ccc(F)c(F)c2)c1=O,3,-1,·,·,0,2.6,6
Cc1ccc(C)c(OCCN2CCOCC2)c1,0,1,-2,·,2,-2.4,-2
CC1(C)CC(NC(=O)C(=O)NCCc2ccc(Cl)cc2)CC(C)(C)N1,-1,-1,·,2,·,-4.0,-3
COCC(=O)N1[C@H](CO)[C@@H]2c3ccccc3N(C(=O)C3CC3)C[C@@H]21,0,0,17[16.7 µM],0,-3,2.9,5
c1ccc(C2=NOC(c3nnc(-c4ccccc4)o3)C2)cc1 (stereo not given),-1,1,·,·,·,-1.6,20
Cc1ccccc1-n1c(-c2ccc3ccccc3n2)n[nH]c1=S,6,3,1,0,0,0.6,16
CC(=O)Nc1cc2c3c(c1)CCC(=O)N3CCC2,-3,9,·,-1,3,-0.3,8
CC1CCCN(C(=O)c2ccc3ncsc3c2)C1 (stereo not given),-2,-9,-1,2,1,-4.0,-7
Cc1noc(C)c1NC(=O)Nc1ccc2c(c1)CC(=O)N([C@H](C)CO)C[C@@H](C)[C@@H](CN(C)CC1CCCCC1)O2,0,-1,-3[16.7 µM],10,1,0.3,1
C[C@@H]1CCCCO[C@@H](CN(C)Cc2ccc3c(c2)OCO3)[C@H](C)CN([C@@H](C)CO)C(=O)c2cc(NS(=O)(=O)c3cn(C)cn3)ccc2O1,·,·,5[16.7 µM],·,·,-1.0,-3
CO[C@H]1CN(C)C(=O)c2cc(NC(=O)Nc3cccc(Cl)c3)ccc2OC[C@H](C)N(C)C[C@@H]1C,0,-1,-7[16.7 µM],-3,1,-3.3,?
O=C(O)C1=C(C(=O)O)C2CCC1C2,27,3,-3,·,-2,-1.3,?
Cc1cc(C=C2C(=O)c3ccccc3C2=O)c(C)n1-c1ccc(C(=O)O)cc1,12,-10,-1,7,11,-4.9,-3
C[C@@H]1CCCCO[C@H](CN(C)Cc2ccc(C(=O)O)cc2)[C@@H](C)CN([C@H](C)CO)C(=O)c2cc(NC(=O)Nc3ccc(C(F)(F)F)cc3)ccc2O1,-1,0,-2[16.7 µM],-2,-31,-2.7,-7
